Bioassay records from PubChem.
MEKK2 WT-MEK5: raises or lowers MEK5 binding to wildtype human MEKK2 PB1 domain; bead flow cytometry, Alexa488-MEK5 binding to MEKK2 WT; actives lie on both sides; binding response (% of control), % at 10 µM; actives 1.1% (n = 290,000); in the data active means binding response below about 67% or above about 130%
MEKK2mut PB1 HTS: signal of MEK5 binding to mutant human MEKK2 PB1 domain; bead flow cytometry, Alexa488-MEK5 binding to MEKK2 mutant; percent response, % at 10 µM; actives 0.35% (n = 290,000); in the data active means percent response above about 24%, passing the limit was not always enough; further: inactives centre near 1; some results filed as inactive read as strong as hits; reference of the scale not given here
IDE inh: inhibits human insulin-degrading enzyme in HEK cells; P14735; FAbetaB cleavage, fluorescence polarization; inhibition, % at 5.59 µM; actives 0.41% (n = 320,000); AID 434962;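 active means percent inhibition above the average of all tested compounds plus 3 SD, set per screening campaign, cut at about 16% in these data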;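 further: IDE supplied by intact live HEK cells; FP after avidin binding of uncleaved biotin substrate so inhibition keeps polarization high; 0% = DMSO wells and 100% = 60 µM reference IDE inhibitor Ii1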
MEKK3 PB1 HTS: raises or lowers MEK5 binding to the human MEKK3 PB1 domain; binding response (% of control), % at 10 µM; AID 1529; Q99759; actives 1.4% (n = 290,000); bead-based flow cytometry, Alexa488-MEK5 binding to MEKK3; actives lie on both sides; 0 = blocked by unlabeled MEK5, 100 = vehicle;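 active means binding response more than 3 SD above or below the average of its plate-row segment, actives on both sides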;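 further: Alexa488 bead fluorescence after subtracting the streptavidin-only scavenger bead signal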
Target sequence (Q99759 whole entry, looked up, the tested form may be a part): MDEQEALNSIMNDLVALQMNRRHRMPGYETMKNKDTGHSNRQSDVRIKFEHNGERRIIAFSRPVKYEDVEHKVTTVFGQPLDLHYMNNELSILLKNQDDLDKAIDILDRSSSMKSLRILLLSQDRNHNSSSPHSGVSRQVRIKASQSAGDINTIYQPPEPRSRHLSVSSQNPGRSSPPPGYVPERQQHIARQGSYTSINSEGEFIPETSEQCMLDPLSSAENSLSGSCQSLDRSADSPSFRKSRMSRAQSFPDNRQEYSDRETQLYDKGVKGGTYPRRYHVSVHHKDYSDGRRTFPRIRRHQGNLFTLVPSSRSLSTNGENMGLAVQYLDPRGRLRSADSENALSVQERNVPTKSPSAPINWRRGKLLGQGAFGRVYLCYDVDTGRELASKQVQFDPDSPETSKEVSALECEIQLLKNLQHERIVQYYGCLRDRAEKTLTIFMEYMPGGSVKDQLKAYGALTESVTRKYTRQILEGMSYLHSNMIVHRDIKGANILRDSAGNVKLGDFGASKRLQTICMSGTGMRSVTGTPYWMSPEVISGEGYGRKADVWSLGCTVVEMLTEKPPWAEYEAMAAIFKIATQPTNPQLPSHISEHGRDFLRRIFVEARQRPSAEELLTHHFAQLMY
NALP1 yeast inh: blocks the NALP1 inflammasome reconstituted in yeast. S. cerevisiae NALP1/ASC/caspase-1 growth, X-gal OD620, 72 h. inhibition, % at 10 µM. actives 0.61% (n = 280,000). AID 2071; in the data active means inhibition mostly above about 24%, no sharp cut-off; inactive means mostly below about 32%; further: some compounds called inactive have numbers as strong as hits
IDE act: IDE (human) activation, cell-based | HEK cells, FAbeta-B cleavage, fluorescence polarization; 0% vehicle, 100% cell-free pure enzyme wells | activation, % at 5.96 µM | P14735 | actives 0.073% (n = 340,000) | AID 493087;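 active means activation above the mean of all tested compounds plus 3 SD, set per screening campaign, cut at about 17% in these data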
UBC9 SUMO inh: SUMOylation inhibition. HTRF SUMOylation assay, SAE1/SAE2 + UBC9, in vitro. inhibition, % at 35 µM. actives 0.36% (n = 290,000). P63279; in the data active means inhibition above about 50%, passing the limit was not always enough; further: strong numbers were not always called active
Target sequence (P63279 whole entry, looked up): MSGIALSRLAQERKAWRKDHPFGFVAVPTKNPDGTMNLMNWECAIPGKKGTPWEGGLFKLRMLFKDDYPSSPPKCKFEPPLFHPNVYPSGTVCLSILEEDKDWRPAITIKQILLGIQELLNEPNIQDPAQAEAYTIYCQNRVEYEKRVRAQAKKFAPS
pCIP destab: p/CIP protein destabilization. F442A p/CIP-EGFP cells, EGFP fluorescence, 16 h. actives 0.01% (n = 290,000). decrease of EGFP signal, % at 10 µM. Q05BA5;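 active means EGFP signal decrease of at least 30% at 10 µM or well 3 SD below plate mean, unless failing retest; inactive means the rest, including hits failing retest or dose response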; further: some compounds called inactive have numbers as strong as hits; many of its hits are not listed in these tables
M18AAP inhibitor: blocks P. falciparum M18 aspartyl aminopeptidase; recombinant PfM18AAP, H-Glu-NHMec fluorogenic cleavage; inhibition, % at 7.35 µM; actives 1.2% (n = 290,000); AID 1822;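 active means inhibition above the campaign mean inhibition over all tested compounds plus 3 SD, cut at about 28% in these data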;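 further: 0% = plate median of test compound wells and 100% = 2 mM ZnCl2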
Active calls of the source: *; · = not tested or not shown.

Preview:
SMILES | MEKK2 WT-MEK5 | MEKK2mut PB1 HTS | IDE inh | MEKK3 PB1 HTS | NALP1 yeast inh | IDE act | UBC9 SUMO inh | pCIP destab | M18AAP inhibitor
CC(C)c1nc2n[nH]c(N)c2c2c1CCC2 | 99 | 4 | 3 | 100 | 1 | -1 | 9 | 0 | 0
S=C(Nc1ccccc1Cl)N(Cc1ccccc1)Cc1cccnc1 | 109 | 4 | 5 | 107 | 4 | 4 | -9 | -4 | -7
CC(C)(C)NC(=O)CN(Cc1ccco1)C(=O)CCC(=O)Nc1nccs1 | 94 | 1 | -3 | 101 | 1 | 9 | 3 | 9 | 1

Results, repeating the preview:
SMILES | MEKK2 WT-MEK5 | MEKK2mut PB1 HTS | IDE inh | MEKK3 PB1 HTS | NALP1 yeast inh | IDE act | UBC9 SUMO inh | pCIP destab | M18AAP inhibitor
CC(C)c1nc2n[nH]c(N)c2c2c1CCC2 | 99 | 4 | 3 | 100 | 1 | -1 | 9 | 0 | 0
S=C(Nc1ccccc1Cl)N(Cc1ccccc1)Cc1cccnc1 | 109 | 4 | 5 | 107 | 4 | 4 | -9 | -4 | -7
CC(C)(C)NC(=O)CN(Cc1ccco1)C(=O)CCC(=O)Nc1nccs1 | 94 | 1 | -3 | 101 | 1 | 9 | 3 | 9 | 1
CC(C)c1ccc(CNc2ncc(Br)cn2)cc1 | 102 | 9 | 2 | 97 | -6 | 0 | -4 | -2 | -8
O=C(Cc1cc(=O)[nH]c(=O)[nH]1)N1CCC(Cc2ccccc2)CC1 | 102 | 8 | 1 | 104 | -38 | 6 | -5 | 8 | -7
CCc1cccc(C)c1NC(=O)c1ccoc1C | 103 | 3 | -4 | 103 | 2 | -2 | -2 | 4 | -6
OC1(c2ccc(F)cc2)CN(c2ccccc2)C2=[N+]1CCS2 (stereo not given) | 107 | 8 | 3 | 100 | 18 | 2 | 10 | -10 | -4
Cc1cc(C)cc(NS(=O)(=O)c2ccc3c(c2)C(C)(C)C(=O)N3C)c1 | 96 | -2 | 0 | 99 | 7 | 3 | 0 | -5 | 3
CC1=NNC(=O)C1CC(=O)N/N=C/c1ccncc1 (stereo not given) | 87 | -7 | -3 | 87 | 25 | -1 | 25 | -29 | 1
COc1ccc(C)cc1NS(=O)(=O)c1ccc(NS(=O)(=O)c2ccc(NC(C)=O)cc2)cc1 | 104 | 4 | 0 | 105 | · | 0 | -7 | 1 | -2
CC1(C)Cc2ccccc2-c2nc(-c3ccccc3)oc(=O)c21 | 98 | -5 | 4 | 99 | -10 | 5 | 0 | 14 | 3
Clc1ccc(C2[C@H]3CN(Cc4cccnc4)[C@H](c4ccccc4)C34CC2(c2cccnc2)C4)cn1 (stereo not given in full) | 102 | 3 | -1 | 106 | · | 1 | -5 | 2 | ·
Cc1c(NC(=S)NC(=O)c2cccc([N+](=O)[O-])c2)c(=O)n(-c2ccccc2)n1C | 95 | -8 | 3 | 96 | -19 | 7 | -4 | -3 | 7
Cc1ccc(NCc2nnc(SCC(=O)c3ccccc3)n2Cc2ccco2)c(C)c1 | 99 | 1 | 5 | 103 | -1 | 2 | 0 | -6 | -14
Cc1nc2ccccc2n1CC(=O)NC1CCCCCC1 | 98 | 0 | -4 | 102 | 5 | 5 | 10 | -12 | 6
O=C(NCc1ccccn1)c1ccc(Br)s1 | 103 | 3 | 8 | 98 | 13 | 4 | -6 | -17 | -9
O=C(CSc1ccccc1)N1CCc2ccccc21 | 100 | 8 | 5 | 100 | -8 | 0 | 2 | -13 | -3
CCN1C(=O)/C(=C\c2ccc(-c3cccc(C(=O)OC)c3)o2)SC1=Nc1ccc(C(=O)O)cc1 | 95 | 1 | 4 | 104 | 24 | · | 20 | -4 | -2
COc1cc(-c2nc3oc4ccccc4c(=O)c3c(=O)n2Cc2ccco2)cc(OC)c1OC | 106 | 5 | -1 | 104 | -2 | -5 | 5 | -6 | 4
COc1ccc(Br)cc1CN(C)CC(=O)Nc1ccccc1Cl | 121 | 11 | 0 | 107 | 24 | 3 | -9 | -8 | -1
Cc1ccc(NC(=O)C2CCC(=O)N2)cc1C (stereo not given) | 102 | 7 | 2 | 106 | -20 | 4 | 8 | -6 | -1
O=C(Nc1ccccc1-c1ccccc1)c1ccc(NC(=O)c2ccco2)cc1 | 105 | 2 | 3 | 105 | 2 | -4 | 10 | 6 | -15
CC(NC(=O)C1CCCCC1)C(c1cccs1)N1CCN(C)CC1 (stereo not given) | 116 | 8 | 4 | 109 | 7 | 5 | -7 | -1 | ·
O=C(NCc1ccccc1)Nc1cccn(Cc2ccccc2Cl)c1=O | 95 | -5 | 0 | 100 | 2 | 0 | 90 | 15 | 7
CCOc1cc(CNCc2ccccn2)ccc1OCC(=O)NC1CCCCC1 | 104 | 4 | 4 | 102 | 2 | 5 | -10 | -4 | -7
O=C(CSc1nnc(C2COc3ccccc3O2)o1)Nc1ccc(F)cc1Cl (stereo not given) | 92 | -2 | 7 | 101 | 1 | 6 | -3 | -1 | 1
CCOc1ccc(-c2onc(C(F)(F)F)c2-c2cscn2)c(O)c1 | 102 | 6 | -4 | 102 | 17 | 6 | 17 | 8 | 17
COc1ccc(C(=O)N2CCN=C2SCc2cccnc2)cc1OC | 111 | 3 | 2 | 114 | 4 | 4 | 7 | -6 | 4
CCOC(=O)N1CCN(Cc2nc(Cc3cccc(F)c3)no2)CC1 | 94 | -4 | -3 | 91 | -10 | 1 | -3 | -10 | 3
CC(C)(C)NC(=O)NC(=O)CN1CCN(S(=O)(=O)c2ccccc2)CC1 | 84 | -26 | -2 | 90 | · | 2 | 9 | 0 | -1
Cc1cc(C)n2nc(C(=O)N/N=C/C=C/c3ccccc3)nc2n1 | 105 | -2 | 5 | 104 | 6 | · | 29 | -9 | -21
COc1ccc(NC(=O)c2ccccc2NC(=O)COc2ccccc2)cc1 | 97 | -1 | -2 | 95 | 9 | 1 | 36 | 6 | -4
CCOC(=O)c1[nH]c2cc(OC)c(OC)cc2c1NC(=O)CN1CCN(C)CC1 | 98 | 0 | · | 96 | 12 | · | 41 | -4 | -1
Cc1ccc(-n2ncc3c(=O)[nH]c(SCC(=O)N4CCOCC4)nc32)cc1 | · | · | 3 | · | 37 | 2 | 2 | 0 | -6
O=C1c2cccc3cc([N+](=O)[O-])cc(c23)C(=O)N1CCN1CCCC1 | 98 | 3 | · | 92 | 11 | 3 | 28 | -11 | 2
N#Cc1c(-c2ccccc2)cc(-c2ccccc2)[nH]c1=O | 101 | -4 | 4 | 99 | 8 | 5 | 16 | 0 | -1
CCC(=O)Nc1ccc(NC(=O)CSc2nnc(-c3ccco3)n2C)cc1 | 103 | 5 | -3 | 102 | 18 | 4 | -5 | -5 | -6
N/N=c1\sc2ccccc2n1-c1ccccc1 | 111 | 8 | 7 | 109 | 8 | 6 | -12 | -10 | -2
Cc1nn(Cc2ccccc2Cl)c(C)c1NC(=O)c1cc(-c2ccc(F)cc2)on1 | 102 | 6 | 8 | 103 | 10 | -2 | 15 | -9 | 1
COCC(C)NCc1cccc2ccccc12 (stereo not given) | 82 | -13 | -2 | 96 | 2 | 3 | -9 | -11 | 0
Cc1ccc(NC(=O)c2ccc(NCC3CCCO3)c([N+](=O)[O-])c2)cc1Cl (stereo not given) | 96 | 9 | 1 | 84 | 4 | -1 | 5 | 2 | 4
O=C(CSc1nc2ccccc2[nH]1)N1CCN(c2ccccc2)CC1 | 97 | 2 | 6 | 101 | 16 | 2 | 28 | -10 | 2
CCNc1nc(SCC(=O)Nc2ccc(Cl)c(Cl)c2)nc(N(C)C)n1 | 89 | -10 | 2 | 103 | 9 | 2 | -12 | 4 | 1
COCCCNC(=O)C1CCN(C(=O)c2cc3sccc3n2Cc2ccc(F)cc2)CC1 | · | · | 1 | · | 13 | 4 | 15 | -10 | 0
CCOC(=O)C(C(=O)OCC)C(C[N+](=O)[O-])c1ccccc1 (stereo not given) | 99 | 0 | 2 | 99 | -7 | 3 | 4 | -4 | 1
Cn1c(=O)oc2cc(S(=O)(=O)NCCN3CCc4ccccc4C3)ccc21 | 94 | -3 | 3 | 92 | 18 | 3 | 1 | -8 | 5
Cc1ccc(C)c(Cn2nnc3c(=O)[nH]c(C4CCCN(C(=O)CC(C)C)C4)nc32)c1 (stereo not given) | 98 | -2 | -1 | 101 | -2 | 2 | 5 | -8 | -6
O=C(N/N=C/c1c(O)n(-c2ccccc2Cl)c(=O)c2ccccc12)C1COc2ccccc2O1 (stereo not given) | 103 | 0 | 0 | 137* | 21 | 9 | 3 | -4 | 9

Random excerpt: two compounds from above
SMILES | MEKK2 WT-MEK5 | MEKK2mut PB1 HTS | IDE inh | MEKK3 PB1 HTS | NALP1 yeast inh | IDE act | UBC9 SUMO inh | pCIP destab | M18AAP inhibitor
CCNc1nc(SCC(=O)Nc2ccc(Cl)c(Cl)c2)nc(N(C)C)n1 | 89 | -10 | 2 | 103 | 9 | 2 | -12 | 4 | 1
COCCCNC(=O)C1CCN(C(=O)c2cc3sccc3n2Cc2ccc(F)cc2)CC1 | · | · | 1 | · | 13 | 4 | 15 | -10 | 0

(listing goes on)
SMILES | MEKK2 WT-MEK5 | MEKK2mut PB1 HTS | IDE inh | MEKK3 PB1 HTS | NALP1 yeast inh | IDE act | UBC9 SUMO inh | pCIP destab | M18AAP inhibitor
COc1ccc(CNC(=O)COC(=O)/C=C/c2cccc(Br)c2)cc1OC | 100 | 4 | 1 | 102 | -21 | 0 | -2 | 2 | 2
CC1(C)C(=O)OC(c2cccn2-c2ccc([N+](=O)[O-])cc2)C2(CCCCC2)C1=O (stereo not given) | 98 | -1 | 2 | 89 | 13 | -1 | 4 | 1 | 9
Nc1ccccc1S(=O)(=O)NCCCCc1ccccc1 | 97 | 0 | 2 | 100 | 22 | -2 | 14 | -19 | 6
C=CCNC(=S)NNC(=O)COc1ccc(Br)cc1 | 106 | 2 | 4 | 117 | -5 | -1 | -19 | 4 | 20
CC(C)CC(NC(=O)C1CCC(C)CC1)C(=O)Nc1ccccn1 (stereo not given) | 98 | -4 | 0 | 102 | 21 | 4 | 6 | 1 | -14
Cc1cc(=O)[nH]c(SCc2cccc3cccnc23)n1 | 94 | -1 | -1 | 97 | 0 | -4 | 11 | -6 | 1
CCc1ccc(NC2CC(=O)N(CCc3ccc(OC)c(OC)c3)C2=O)cc1 (stereo not given) | 105 | -5 | 1 | 114 | 4 | -3 | 8 | -11 | -4
O=C(c1cnc2n(c1=O)CCS2)N1CCN(c2ccc([N+](=O)[O-])cc2)CC1 | 113 | 13 | 2 | 111 | 27 | 0 | 22 | -18 | -3
CCOc1ccc(S(=O)(=O)NCc2ccccn2)c(C)c1C | 103 | 6 | -2 | 104 | -34 | -3 | 12 | -25 | 1
Cc1ccc(CNC(=O)CCC2CCCN(Cc3cc4ccccc4o3)C2)o1 (stereo not given) | 111 | 10 | 2 | 107 | · | 6 | -5 | -2 | 2
Cc1cc(C)c(S(=O)(=O)c2ccccc2)c(Cl)n1 | 101 | -1 | 4 | 97 | 30 | 4 | -7 | 1 | 3
Cc1c(Cl)cccc1NC(=S)NCCc1ccc(Cl)cc1 | 110 | 9 | 4 | 108 | -22 | 8 | -3 | -4 | 1
CNC(=O)C1CCN(S(=O)(=O)c2c(C)noc2/C=C/c2ccc(OC)cc2)CC1 | 101 | 2 | -3 | 101 | 6 | 4 | 1 | 6 | -4
Cc1cc(C(=O)Nc2cccc(/C=C/C(=O)O)c2)c(C)o1 | 110 | 8 | -5 | 102 | 18 | 5 | 6 | -4 | 0
CCCNC(=O)Nc1ccccc1C(=O)Nc1ccc(OC)cc1 | 107 | 7 | 5 | 104 | 37 | 0 | 1 | -5 | -10
FC(F)(F)COc1ccc(-c2nnc(SCc3c(Cl)cccc3Cl)o2)cn1 | 99 | 0 | -6 | 101 | 0 | 3 | -6 | -3 | -2

Only part of the results is shown; rates above refer to the full screens.
